# PGC1a acetyl inh = inhibitors of PGC1a acetylation signal, primary screen, cell-based, U2OS, AlphaScreen, inhibitor mode. AlphaScreen anti-acetyl-lysine; with virally co-expressed GCN5 acetyltransferase. 350,000 compounds, 0.17% hits. inhibition, % at 15.6 µM;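 active = every replicate shows inhibition of at least 40%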;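 also: 0% = neutral control wells and 100% = positive control wells; some results beyond the cut were filed as inactive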
# Cneo AK release = Cryptococcus neoformans cell lysis inducers, primary screen, AK release luminescence, single concentration. C. neoformans lysis, adenylate kinase release luminescence, 4 h; normalised: neutral wells 0, clomiphene wells 100. lysis activity, % at 15 µM. 360,000 compounds, 0.2% hits. AID 651654, 2012;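 active = mean lysis activity across replicates of at least 80%, whatever share of replicates individually reach that level; inactive = mean lysis activity below 80%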
#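 Material – Cryptococcus neoformans yeast cells · Quantity – 5 × 10^6 yeast cells/mL · Buffer or medium – YPD medium · Compound – single dose · Timing – 4 h static compound exposure, 37 °C, read 1 h post-reagent · Signal – adenylate kinase release luminescence · Read-out basis – lysis from increased AK signal · Benchmarks – Clomiphene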
# PAX8 inh HTS = inhibitors of PAX8-driven TPO luciferase reporter, primary screen, RMG-I cells, single concentration. SteadyGlo, 24 h. inhibition, % at 12.6 µM. 360,000 compounds, 1.2% hits;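 active = mean replicate inhibition at least 60% with every replicate also reaching 60%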;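 also: luciferase light reporting Pax8 driven TPO promoter activity; plate controls were median of neutral control wells for no effect and mitoxantrone controls for full effect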
# EWS-Fli inh = EWS/Fli-driven NR0B1 reporter inhibitors, primary screen, A673 cells, NR0B1 luciferase, luminescence, MLPCN library; AID 651661, 2012; viability-normalised; inhibition, % at 12.6 µM; 350,000 compounds, 0.67% hits;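 active = mean inhibition of at least 50% after viability correction, with every replicate also passing that limit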;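 also: firefly luciferase signal divided by Alamar Blue viability fluorescence both relative to DMSO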
# Casp6 inh = human caspase-6 inhibitors, primary screen, biochemical, VEID-R110 fluorescence, single point, set 2; P55212; purified caspase-6, Z-VEID-R110 cleavage fluorescence; inhibition, % at 12.5 µM; 350,000 compounds, 0.53% hits;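 active = mean inhibition across replicates at least about 35%, with every replicate also reaching that limit, limit read from the data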;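 also: 0% = median of neutral control wells and 100% = no fluorescence left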
# Target sequence (P55212 24-179 limits assumed): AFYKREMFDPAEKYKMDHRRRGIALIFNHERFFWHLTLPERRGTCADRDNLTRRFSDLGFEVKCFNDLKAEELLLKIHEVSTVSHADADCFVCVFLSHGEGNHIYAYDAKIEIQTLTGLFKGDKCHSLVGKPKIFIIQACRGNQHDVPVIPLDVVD
# Target sequence (P55212 194-293 limits assumed): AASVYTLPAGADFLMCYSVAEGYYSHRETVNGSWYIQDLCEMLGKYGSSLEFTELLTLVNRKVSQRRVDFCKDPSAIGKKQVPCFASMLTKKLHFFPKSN
# LGR2 inh = inhibitors of bursicon-induced LGR2 CRE-luciferase signal, primary screen, cell-based, HEK293, CRE-luciferase reporter, bursicon stimulation; AID 720647, 2013; inhibition, % at 9.99 µM; 380,000 compounds, 0.35% hits; Drosophila bursicon receptor LGR2 (rickets); bursicon-stimulated, 4 h;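 active = drop in luminescence signal, shown as inhibition above about 50% in the replicate tests, limit read from the data, passing the limit was not always enough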;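 also: agonist challenge used bursicon conditioned medium at about half maximal strength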
# FN deposition inh = inhibitors of fibronectin matrix deposition, primary screen, AH1F cells, Alexa488-fibronectin fluorescence, plate reader; AH1F fibroblasts, overnight; 350,000 compounds, 0.086% hits; inhibition, % at 12.6 µM;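 active = mean inhibition across replicates of 30% or more, regardless of how many single replicates reach that level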;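 also: positive control wells lacked labelled fibronectin entirely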
#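 material = AH1F fibroblast monolayer depositing Alexa488-labelled fibronectin into matrix | amount = 10000 AH1F cells/well | buffer or medium = DMEM plus 2% serum, read in PBS | incubation = 1 h cell adhesion before compound, then overnight fibronectin incubation | detection = fluorescence at 485 nm excitation, 525 nm emission | evaluation = percent inhibition as loss of matrix-bound fibronectin fluorescence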
# miR122 inh = miR-122 Renilla sensor signal increase in Huh7, primary screen, miR-122 inhibitor project, cell-based, single point, plate reader; activation (reporter increase), % at 12.5 µM; Huh7 miR-122 Renilla luciferase sensor, 48 h; neutral wells = 0, positive control = 100; 340,000 compounds, 0.3% hits;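 active = mean replicate activation score at least 90 and every replicate individually at or above 90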;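 also: higher luciferase means less miR-122 activity so hits act as miR-122 inhibitors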
# An asterisk follows results filed as active; nt = not tested or not shown; & = joins results of further samples; [ ] = another dose, or the depositor's remark.
# Preview (8 entries):
cpd	smiles	PGC1a acetyl inh	Cneo AK release	PAX8 inh HTS	EWS-Fli inh	Casp6 inh	LGR2 inh	FN deposition inh	miR122 inh
1	CCn1c(CC(=O)Nc2ccccc2F)nnc1SCC(=O)Nc1nnc(C)s1	nt	0	6	-3	-1	6	-3	nt
2	C[C@@H]1CCCCO[C@@H](CN(C)C(=O)Nc2cccc3ccccc23)[C@H](C)CN([C@H](C)CO)C(=O)c2cc(NS(C)(=O)=O)ccc2O1	-3	1	6	3	-2	-4	nt	-7[16.7 µM]
3	C[C@@H]1CN([C@@H](C)CO)C(=O)CCCn2nncc2CO[C@H]1CN(C)Cc1ccccc1O	nt	nt	nt	-5	1	-12	-1	nt
4	COC(=O)C(Cc1ccccc1)NC(=O)CNC(=O)c1ccccc1OC (centres undefined)	nt	-2	0	14	-5	6	5	nt
5	Cc1ccc(C(=O)N2CCCC(CCC(=O)N3CCN(c4ccccn4)CC3)C2)cc1 (centres undefined)	1	-4	2	nt	4	-6	-4	6
6	CCCC(=O)Nc1ccc2c(c1)OC[C@@H](C)N(Cc1ccc(-c3ccccn3)cc1)C[C@H](C)[C@@H](OC)CN(C)C2=O	nt	46	nt	-1	1	12	-7	-1[16.7 µM]
7	CC(=O)c1c(C)[nH]c(C(=O)COC(=O)c2cc(S(=O)(=O)N(C)c3ccccc3)ccc2Cl)c1C	nt	nt	-20	-6	0	4	2	nt
8	N#C[C@H]1[C@@H](c2ccccc2)[C@H](CO)N1C(=O)c1cccnc1	15	0	-4	-10	1	4	-7	nt

# All compounds of this part, repeating the preview:
cpd	smiles	PGC1a acetyl inh	Cneo AK release	PAX8 inh HTS	EWS-Fli inh	Casp6 inh	LGR2 inh	FN deposition inh	miR122 inh
1	CCn1c(CC(=O)Nc2ccccc2F)nnc1SCC(=O)Nc1nnc(C)s1	nt	0	6	-3	-1	6	-3	nt
2	C[C@@H]1CCCCO[C@@H](CN(C)C(=O)Nc2cccc3ccccc23)[C@H](C)CN([C@H](C)CO)C(=O)c2cc(NS(C)(=O)=O)ccc2O1	-3	1	6	3	-2	-4	nt	-7[16.7 µM]
3	C[C@@H]1CN([C@@H](C)CO)C(=O)CCCn2nncc2CO[C@H]1CN(C)Cc1ccccc1O	nt	nt	nt	-5	1	-12	-1	nt
4	COC(=O)C(Cc1ccccc1)NC(=O)CNC(=O)c1ccccc1OC (centres undefined)	nt	-2	0	14	-5	6	5	nt
5	Cc1ccc(C(=O)N2CCCC(CCC(=O)N3CCN(c4ccccn4)CC3)C2)cc1 (centres undefined)	1	-4	2	nt	4	-6	-4	6
6	CCCC(=O)Nc1ccc2c(c1)OC[C@@H](C)N(Cc1ccc(-c3ccccn3)cc1)C[C@H](C)[C@@H](OC)CN(C)C2=O	nt	46	nt	-1	1	12	-7	-1[16.7 µM]
7	CC(=O)c1c(C)[nH]c(C(=O)COC(=O)c2cc(S(=O)(=O)N(C)c3ccccc3)ccc2Cl)c1C	nt	nt	-20	-6	0	4	2	nt
8	N#C[C@H]1[C@@H](c2ccccc2)[C@H](CO)N1C(=O)c1cccnc1	15	0	-4	-10	1	4	-7	nt
9	CC(=O)Nc1ccc(Cc2nc3ccccc3[nH]2)cc1	nt	nt	10	-1	0	37	-37	nt
10	Cc1cc(C(=O)N2CCC2(C)C(=O)NS(=O)(=O)c2ccccc2Cl)nn1C (centres undefined)	1	-1	-6	2	-1	-14	3	-5
11	Cn1cccc1Cc1nnc(SCC(=O)NCc2ccccc2Cl)n1-c1ccc(F)cc1	nt	-4	4	0	1	10	2	nt
12	COc1ccc(Cl)cc1NC(=O)Cn1cccc1	-3	3	nt	1	3	9	nt	3
13	COCCn1nnnc1C(CC(C)C)N1CCN(C(=O)c2ccco2)CC1 (centres undefined)	4	-1	nt	nt	nt	-11	nt	-4
14	Cc1noc(C)c1CSCC(=O)Nc1cc(S(=O)(=O)N2CCOCC2)ccc1OC(C)C	10	3	-2	4	1	14	4	6
15	Nc1nonc1C(=O)NCCNC(=O)c1ccc(Cl)c(Cl)c1	nt	-1	15	5	1	-13	7	nt
16	COc1ccc(CCNc2nc(-c3ccco3)cc(C(F)(F)F)n2)cc1OC	-6	-3	-8	nt	nt	nt	-1	7
17	CCOC(=O)N1CCN(C(=O)COC(=O)Cc2ccc(OC)cc2)CC1	nt	1	12	-2	-1	2	-2	nt
18	O=C(CN1CCN(Cc2cccc(C(F)(F)F)c2)CC1)NCC(=O)Nc1ccc(F)c(F)c1F	nt	1	8	6	3	-6	-6	nt
19	C[C@@H]1CN([C@@H](C)CO)C(=O)Cc2cc(NS(=O)(=O)c3ccc(Cl)cc3)ccc2O[C@H]1CN(C)C(=O)NC1CCCCC1	-8	-6	10	-227	0	27	-5	-3[16.7 µM]
20	Cc1n[nH]c(C)c1CCc1nc2c3ccccc3nc(SCC(=O)Nc3ccccc3F)n2n1	nt	-1	43	nt	nt	nt	0	9
21	CC1=C(C(=O)OC2CCCCCCC2)C(c2cc3c(cc2Br)OCO3)CC(=O)N1 (centres undefined)	0	1	nt	nt	nt	nt	6	6
22	O=C1Nc2ccccc2-c2nnnn2C1N1CCCCC1 (centres undefined)	nt	nt	0	-2	-2	30	nt	nt
23	CS(=O)(=O)Nc1cccc(NC(=O)c2ccc(-c3ccc(F)c(F)c3)c3ccoc23)c1	-8	-1	nt	-1	0	35	-1	1
24	O=S(=O)(c1ccccc1)N1CC[C@@H]2[C@H]1c1cc(C#Cc3ccccc3F)ccc1N[C@@H]2CO	-3	1	19	-23	1	3	-13	-5[16.7 µM]
25	Cc1cc(Nc2cccc(C(F)(F)F)c2)cc(=O)n1-c1cccc(C(F)(F)F)c1	nt	nt	15	26	2	11	-4	nt
26	COc1ccc(NC(=O)c2ccco2)cc1S(=O)(=O)N1CCCCC1	-3	2	10	nt	2	-8	5	4
27	Cn1c(N)c(C(=O)COC(=O)CNS(=O)(=O)c2ccc(Cl)c(Cl)c2)c(=O)n(C)c1=O	nt	0	4	nt	nt	-8	-3	-3
28	Cc1ccc(S(=O)(=O)N(C)C[C@H]2Oc3ncc(-c4ccncc4)cc3C(=O)N([C@H](C)CO)C[C@@H]2C)cc1	-1	-3	nt	-4	0	6	0	-6[16.7 µM]
29	COc1ccc(-c2nc(CS(=O)CC(=O)NCc3ccco3)c(C)o2)cc1 (centres undefined)	2	-1	13	0	2	-7	-2	4
30	C[C@H](CO)N1C[C@H](C)[C@H](CN(C)Cc2ccc(Oc3ccccc3)cc2)Oc2ccc(NC(=O)C3CC3)cc2C1=O	1	-2	3	3	-2	-13	nt	-4[16.7 µM]
31	COCC(=O)N1CC(=O)N2[C@@H](CO)[C@H](c3ccc(-c4ccccc4)cc3)[C@@H]2C1	-6	nt	nt	-15	2	-4	nt	nt
32	OC(COc1cccc(OCC(O)CN2CCOCC2)c1)CN1CCOCC1 (centres undefined)	12&9	-6&1	7	-8	-3&-1	1&16	6	-4&-3
33	COc1ccccc1C(=O)N/N=C(\C)CC(=O)Nc1ccc(Nc2ccccc2)cc1	-6	-1	21	-3	0	-12	2	-3
34	CC=Cc1ccc2n(c1=O)C[C@@H]1[C@@H](CO)[C@H](C(=O)NCCC)N(CC3CCCC3)[C@H]21 (mixture of isomers)	11	0	9	-4	3	-10	nt	4[16.7 µM]
35	Cc1noc(C)c1S(=O)(=O)Nc1ccc2c(c1)C(=O)N([C@@H](C)CO)C[C@H](C)[C@@H](CN(C)Cc1ccc(C(F)(F)F)cc1)OCCCC[C@@H](C)O2	-2	20	72*	nt	2	-7	nt	-8[16.7 µM]
36	Cc1cc(C)n2nc(C)c(-c3ccc(Cl)cc3)c2n1	9	-5	42	15	0	1	16	3
37	Cc1ccc(CS(=O)(=O)Cc2ccc(C(=O)NCCCN3CC(C)CC(C)C3)o2)cc1 (centres undefined)	2	-1	2	7	-5	-7	-8	-1
38	O=C(Nc1nccs1)C(F)(F)C(F)(F)C(F)(F)C(=O)Nc1nccs1	8	0	-2	6	-4	-4	1	9
39	COC(=O)c1cnn(-c2ccc(F)cc2F)c1/C=N/NC(N)=S	-10	-2	-4	12	3	7	-3	8
40	C[C@@H]1CN([C@@H](C)CO)C(=O)CCCn2cc(nn2)CO[C@H]1CN(C)C(=O)Nc1cccc(C(F)(F)F)c1	-4&-3	-2&5	4&-5	5&3&-10	0&3&-2	11&-2	-12&-2	6&-4[16.7 µM]
41	CCOc1ccc(/C=N/NC(=O)C(C)N(c2ccc(OC)cc2)S(C)(=O)=O)cc1OCC (centres undefined)	1	0	-4	5	2	5	4	-3
42	O=C(CCCN1CCC(O)(c2ccc(Cl)cc2)CC1)c1ccc(F)cc1	-11	-2&5	-3	3	-1	-1	0&-4	-1
43	COc1ccccc1NC(=O)N[C@H]1CC[C@@H](CCn2cc(-c3cccnc3)nn2)O[C@H]1CO	-8	0	4	4	6	7	-11	0[16.7 µM]
44	C[C@H](CO)N1C[C@H](C)[C@@H](CN(C)S(=O)(=O)c2ccccc2)OCCCC[C@H](C)Oc2ccc(NC(=O)Cc3ccccc3)cc2C1=O	15	-3	0	-2	0	14	0	16[16.7 µM]
45	Nc1ccccc1Sc1ccc(C(=O)c2ccccc2C(=O)O)cc1[N+](=O)[O-]	1	-6	-8	5	46*	16	4	-3
46	COC(=O)c1nn(-c2ccccc2)c(Cl)c1/C=N/OCc1c(Cl)cccc1Cl	-13	-3	12	-1	-3	2	-4	-6
47	CC(=O)c1ccc(N/C=C/C(=O)c2ccc(Br)cc2)cc1	nt	5	-60	-40	-2	-53	2	-4
48	COc1ccc(CCNC(=O)c2[nH]c(C)c(C(C)=O)c2C)cc1	8	-4	nt	nt	nt	-2	nt	2
49	CC(C)Nc1nc(NC(C)C)nc(OCCOC(=O)c2ccccc2)n1	nt	9	12	nt	nt	-3	-2	3
50	COc1cccc(CN2[C@H](CO)[C@@H](c3ccccc3)C23CN(C(=O)C2CCOCC2)C3)c1	2	nt	nt	-10	1	18	nt	nt
51	Cc1cc(C)c(NC(=O)C2CCCN2C(=O)NC2CCCCC2)c(C)c1 (centres undefined)	nt	1	-3	nt	nt	nt	5	-8
52	Cc1ccc(NS(=O)(=O)c2ccc3[nH]c(=O)c(=O)[nH]c3c2)cc1Cl	-2	nt	11	-7	6	-19	-4	7
53	CCOc1cccc(CN2CCCC(C(=O)Nc3ccc(-c4ccn[nH]4)cc3)C2)c1O (centres undefined)	6	0	-5	0	-2	-8	-10	2
54	CCc1nnc(SCc2ccc(CSc3nnc(CC)n3N)cc2)n1N	0	-1	nt	nt	nt	3	14	-2
55	Cc1cccc(Nc2nc(N)nc(CN3CCC(C)CC3)n2)c1C	4	0	nt	-2	0	-1	nt	nt
56	O=[N+]([O-])c1ccc2c(c1)C(=NO)c1cc(F)ccc1-2	nt	nt	17	-17	4	-3	-4	nt

# Bioassay records: PubChem BioAssay, Broad Institute
